# Bioassay records deposited in PubChem by Southern Research Specialized Biocontainment Screening Center.
# Salmonella PhoP GFP: Inhibition of PhoP regulon, Salmonella typhi GFP reporter cells, confirmation, 4 h (AID 1850); Salmonella Typhi PhoP-promoter GFP reporter, fluorescence, 4 h; higher % means a stronger effect; inhibition, % at 50 µM, or IC50 in µM where a hit was titrated; 310,000 compounds, 0.33% hits; in the data active = a potency from the dose series; inconclusive = inhibition mostly from about 25% at the one dose, without a potency; inactive = the rest, 99 in 100 with inhibition below about 19%;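 note: 0% = induced wells with vehicle and 100% = uninduced wells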
# inhibitors of VEEV: inhibitors of VEEV TC-83 cytopathic effect, confirmation, Vero cells (AID 588727); 350,000 compounds, 0.13% hits; Vero cells, VEEV TC-83 cytopathic effect inhibition; higher % means a stronger effect; inhibition, % at 20 µM, or IC50 in µM where a hit was titrated; in the data active = a potency from the dose series; inconclusive = inhibition mostly from about 14% at the one dose, without a potency; inactive = the rest, 99 in 100 with inhibition below about 12%; note: strong numbers were not always called active
# M. tuberculosis HTS: M. tuberculosis growth inhibition, HTS (AID 449762); 330,000 compounds, 0.59% hits; M. tuberculosis H37Rv growth inhibition, 7H9 media; higher % means a stronger effect; one-dose inhibition, % at 25 µM; IC50 in µM for titrated hits; in the data active = a potency from the dose series; inconclusive = inhibition above about 70% without an active follow-up result;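 note: bacterial growth assessed after seven days of incubation; strong numbers were not always called active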
# tuberculosis growth: growth inhibition of non-replicating M. tuberculosis (AID 488890). Mycobacterium tuberculosis non-replicating, growth inhibition; higher % means a stronger effect. inhibition, % at 25 µM; hits with a dose series show IC50 in µM. 320,000 compounds, 0.39% hits; in the data active = a potency from the dose series; inconclusive = inhibition mostly from about 82% at the one dose, without a potency; inactive = the rest, 99 in 100 with inhibition below about 76%;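 note: plate controls were DMSO cells for no effect and high antibiotic wells for full effect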
# influenza NS1A: H1N1 influenza NS1A inhibitors, functional cell based assay (AID 504329); one-dose inhibition, % at 12.5 µM; IC50 in µM for titrated hits; 340,000 compounds, 0.3% hits; NS1A functional cell-based assay, percent inhibition; higher % means a stronger effect; in the data active = a potency from the dose series; inconclusive = inhibition above about 27% without an active follow-up result; note: strong numbers were not always called active
# inhibitors of VEEV 10K pilot screen: further read-out of inhibitors of VEEV, marked with its call; inhibition, %; measured here: 10K pilot screen inhibition
# * = called active by the depositor; i = inactive; ? = inconclusive; nt = no result given.
SMILES,Salmonella PhoP GFP,inhibitors of VEEV,M. tuberculosis HTS,tuberculosis growth,influenza NS1A,others
O=C(CCN1C(=O)C2C3C=CC(C3)C2C1=O)Nc1ccccc1F (stereo unspecified),-9.9%,i,-0.1%,5.4%,-4.9%,
O=C(Cn1c(=O)[nH]c2ccccc2c1=O)N1CCN(c2cccc(Cl)c2)CC1,-0.4%,1.0%,-0.4%,-2.4%,-5.0%,
Cc1cc(Nc2nc(Cl)c(Cl)cc2Cl)n(-c2ccccc2)n1,-3.9%,i,-0.3%,-7.5%,-8.4%,
O=C(Cn1nnc(-c2ccccc2-n2cnnn2)n1)N1CCCCC1,3.2%,0.7%,-11.8%,-8.0%,-3.4%,
COc1cc(C)c2c(c1OC)C(=O)CC2,nt,2.3%,nt,nt,2.4%,
Cc1csc(NC(=O)NC2(C(F)(F)F)Oc3ccccc3O2)n1,8.5%,4.0%,-0.9%,19.2%,8.4%,
COc1ccc(NC(=O)c2ccc(-n3cnnn3)cc2)c([N+](=O)[O-])c1,-15.7%,0.4%,7.6%,-6.8%,2.7%,
O=C(c1cc([N+](=O)[O-])ccc1N1CCOCC1)N1CCOCC1,-11.8%,i,-3.8%,6.8%,-12.4%,
Cc1cc2cc(CN(CCN(C)C)C(=S)NCc3ccco3)c(=O)[nH]c2cc1C,-8.9%,10.4µM*,21.7%,45.0%,7.8%,inhibitors of VEEV 10K pilot screen=70.4*
CCOc1cc(S(=O)(=O)N2CCN(S(=O)(=O)CC)CC2)c(OCC)cc1-n1cnnn1,4.7%,0.9%,0.4%,5.1%,-5.7%,
O=C(CN1CCN(S(=O)(=O)c2ccc(Cl)c(C(F)(F)F)c2)CC1)NC(=O)NC1CCCCC1,nt,1.3%,nt,nt,-8.1%,
CC(C)C[C@H](NC(=O)c1nc[nH]c1C(=O)NCCCCCN)C(=O)OCc1ccccc1,nt,i,2.8%,nt,7.5%,
O=[N+]([O-])c1ccc(N=Nc2ccc(O)c3ccccc23)cc1,nt,2.2%,nt,nt,25.9µM*,
O=C(CCC(=O)N(CC(=O)NC1CCCCC1)Cc1ccccc1)Nc1nccs1,3.8%,1.0%,0.9%,0.4%,11.8%,
CS(=O)c1ccccc1O (stereo unspecified),0.3%,0.6%,-2.5%,-8.5%,-3.1%,

# For convenience, five of the compounds above.
SMILES,Salmonella PhoP GFP,inhibitors of VEEV,M. tuberculosis HTS,tuberculosis growth,influenza NS1A,others
O=C(CCN1C(=O)C2C3C=CC(C3)C2C1=O)Nc1ccccc1F (stereo unspecified),-9.9%,i,-0.1%,5.4%,-4.9%,
O=C(Cn1c(=O)[nH]c2ccccc2c1=O)N1CCN(c2cccc(Cl)c2)CC1,-0.4%,1.0%,-0.4%,-2.4%,-5.0%,
Cc1cc(Nc2nc(Cl)c(Cl)cc2Cl)n(-c2ccccc2)n1,-3.9%,i,-0.3%,-7.5%,-8.4%,
O=C(Cn1nnc(-c2ccccc2-n2cnnn2)n1)N1CCCCC1,3.2%,0.7%,-11.8%,-8.0%,-3.4%,
COc1cc(C)c2c(c1OC)C(=O)CC2,nt,2.3%,nt,nt,2.4%,

# Following part.
SMILES,Salmonella PhoP GFP,inhibitors of VEEV,M. tuberculosis HTS,tuberculosis growth,influenza NS1A,others
COc1cc(OC)cc(OCC(O)Cn2ccnc2)c1 (stereo unspecified),-5.8%,1.0%,8.0%,6.8%,4.4%,
O=C1c2ccccc2C(=O)N1CCOc1ccccc1Br,-9.0%,0.9%,3.7%,28.3%,-9.6%,
O=C(c1cn(-c2ccc(Cl)c(Cl)c2)nn1)C1CC1,8.1%,2.6%,-4.2%,7.8%,-3.4%,
CCCn1c(N2CCN(C(=O)/C=C/C(=O)O)CC2)nc2ccccc21,-0.1%,0.7%,1.6%,-2.3%,-4.4%,
Cc1ccsc1C(=O)OCC(=O)N1CC(=O)Nc2ccccc21,16.6%,2.0%,-3.8%,-23.7%,0.5%,
CCc1nnc(NC(=O)C2CCCN(S(=O)(=O)c3ccc(OC)cc3)C2)s1 (stereo unspecified),2.7%,1.4%,-8.5%,5.7%,-4.0%,
COCc1nnc(N)s1,-5.6%,i,-5.2%,-17.7%,-11.9%,
N#Cc1ccccc1CN1C(=O)NC(Cc2c[nH]c3ccccc23)C1=O (stereo unspecified),2.3%,1.8%,-5.6%,-8.2%,6.4%,
COc1ccc(S(=O)(=O)N2CCOC2CNC(=O)C(=O)NCc2ccccc2Cl)cc1 (stereo unspecified),-3.1%,6.8%,-7.2%,18.2%,-4.3%,
O=C(Nc1ccc(Cl)c(C(F)(F)F)c1)c1ccco1,-3.0%,i,22.7%,71.2%,2.1%,
COc1ccc(N2C(=O)NC(=O)/C(=C\c3cn(C)c4ccccc34)C2=O)cc1,-123.9%,1.6%,3.0%,?,-3.3%,
O=C(NCc1ccccc1)C(c1ccc(O)cc1)N(C(=O)c1cnccn1)c1ccccc1 (stereo unspecified),4.8%,8.4%,5.0%,-5.5%,-3.3%,
Cc1ccnc(Nc2nc(-c3ccc(O)cc3O)cs2)c1,-4.6%,5.6%,2.5%,15.9%,10.3%,
COc1cc(CCC(=O)OCC(=O)N2CCc3ccccc32)cc(OC)c1OC,-10.7%,i,1.2%,34.7%,-11.8%,
CCC(=O)NCC(c1cccs1)N1CCOCC1 (stereo unspecified),-6.0%,0.2%,-6.3%,-16.9%,-7.1%,
O=C1CCCN2N=C(SCC(=O)Nc3cccc(Cl)c3)SC2=N1,11.4%,1.4%,-2.9%,19.6%,-9.4%,
O=C(NCCc1nc2ccccc2[nH]1)c1ccco1,6.8%,6.7%,-8.6%,-4.8%,6.8%,
Cc1c(C(=O)NCCSCc2ccccc2Cl)cccc1[N+](=O)[O-],1.7%,i,-10.6%,26.6%,-0.2%,
COc1ccc(NC(=O)CN(C)C(=O)C2=COCCO2)cc1,2.5%,6.3%,-5.7%,-31.9%,-2.7%,
O=C1NC(=O)C2(CCC(C3CCCCC3)CC2)N1 (stereo unspecified),nt,0.6%,nt,nt,-16.8%,
Cc1oc(C(C)(C)C)cc1C(=O)Nc1cccc(/C=C/C(=O)O)c1,-0.3%,0.5%,1.3%,3.8%,21.1%,
CN(Cc1cccs1)C(=O)C1CC(=O)N(Cc2ccccc2)C1 (stereo unspecified),3.5%,3.0%,-9.8%,2.3%,-1.4%,
O=C(NCC1CCCO1)C1CCCN(S(=O)(=O)c2cc(Cl)ccc2Cl)C1 (stereo unspecified),-8.3%,1.5%,-5.0%,-17.8%,-6.9%,
COC(=O)c1ccc(NC(=S)NCCc2cccc(C)c2)cc1,11.5%,i,20.7%,?,2.2%,
CCCCn1c(N)c(N(CC(C)C)C(=O)Cn2c(=O)cnc3ccccc32)c(=O)[nH]c1=O,-7.7%,2.3%,-1.8%,-6.9%,-1.5%,
Cc1ccc(NC(=S)NCCCN2CCOCC2)cc1C,13.0%,1.5%,-9.1%,-1.8%,3.2%,
C=CCn1c(=O)c(C=Nc2cccc([N+](=O)[O-])c2)c(O)n(CCCC)c1=O,3.2%,6.3%,-5.3%,13.0%,7.0%,
O=C(/C=C/c1ccccc1[N+](=O)[O-])NCCCN1CCCC1=O,-10.4%,2.1%,-2.7%,3.3%,16.5%,
CCN(CC)c1ccc(C=Nc2cccc(S(=O)(=O)N3CCOCC3)c2)c(O)c1,nt,3.6%,1.4%,2.0%,-10.5%,
CC(C)(C)OC(=O)N1CCC(c2c(C(=O)O)cnn2-c2ccc(Cl)cc2)CC1,-6.4%,4.4%,nt,nt,18.5%,
Oc1cc(Cl)cc(Cl)c1Cl,nt,i,-6.6%,4.4%,-0.4%,
CCc1ccccc1NC(=O)COC(=O)c1c(C)nsc1NC,nt,i,2.8%,-10.3%,-3.6%,
CCOc1ccc(-c2nnc(-c3ccncc3)o2)cc1,0.2%,8.4%,-7.3%,77.0%,13.0%,
CC(C)n1cc(CN2CCN(C)C(CCO)C2)c2ccccc21 (stereo unspecified),-4.7%,i,-12.0%,?,2.5%,
CCCCc1nn(-c2cc(Cl)ccc2OC)c2c1C(=O)CCC2,15.2%,5.6%,-11.2%,nt,1.9%,
CC(C)C(NC(=O)Nc1ccccc1)C(=O)Nc1cccc(S(=O)(=O)N(C)C)c1 (stereo unspecified),11.9%,i,3.0%,2.3%,6.2%,
Cc1ccccc1-n1c(C)n[nH]c1=S,-0.6%,0.7%,-3.3%,6.5%,-0.8%,
COC(=O)c1ccc(NCCc2csc(-c3ccc(C)cc3)n2)c([N+](=O)[O-])c1,11.6%,0.5%,-4.4%,-2.2%,5.5%,
COc1ccc(C[C@H]2CN3C(=NC[C@H]3C)N2CCNC(=O)CCC2CCCCC2)cc1,-4.9%,28.3%,2.7%,67.4%,3.5%,
Cc1ccc(-n2c(SCC(N)=O)nnc2-c2cccnc2)c(C)c1,-10.9%,4.8%,1.5%,-4.3%,2.5%,
COc1cccc(-n2c(Cc3cc(=O)[nH]c(=O)[nH]3)nnc2SCC(=O)N2CCCCC2)c1,-2.1%,1.5%,2.5%,10.9%,-1.1%,
CCOc1ccccc1NC(=O)C1C2CCC(O2)C1C(=O)O (stereo unspecified),-3.5%,i,-3.7%,4.5%,3.0%,
O=C1CC(c2ccc(Cl)cc2)Oc2ccc(Cl)cc21 (stereo unspecified),nt,6.9%,nt,nt,-10.8%,
CN(C)/C=C(\C#N)C(=O)Nc1ccc(F)cc1,7.8%,1.1%,0.6%,-12.3%,-2.6%,
CCOC(=O)C1=C(C)N=C2SC(C)C(=O)N2C1c1ccc(OCC)c(OCC)c1 (stereo unspecified),-5.4%,2.5%,2.3%,4.6%,-10.4%,
CN(C)C=NC(=O)c1cc(C(=O)c2ccccc2Cl)c[nH]1,6.7%,1.0%,-6.8%,-13.1%,12.0%,
CCOC(=O)C1=C(N)Oc2c(oc(CO)cc2=O)C1c1ccccc1 (stereo unspecified),9.7%,i,-5.2%,-0.8%,-3.4%,
C[C@]12CCC3C(CC[C@H]4C[C@H](O)CC[C@]34C)C1C[C@H](O)[C@H]2O (stereo partly specified),nt,1.0%,nt,nt,-21.6%,
COc1ccc(C(C)=O)cc1Cc1c(O)[nH]c(=S)[nH]c1=O,-15.6%,0.7%,-2.3%,-13.8%,-24.9%,
Cc1nc2ccccc2c(C)c1CC(=O)N(CC(C)C)c1c(N)n(Cc2ccccc2)c(=O)[nH]c1=O,3.8%,8.5%,3.0%,20.9%,-2.8%,
CCOc1ccc(Br)cc1S(=O)(=O)N1CCCN(C)CC1,2.6%,i,-10.6%,-13.4%,0.1%,
Cc1cccc(C(=O)Nc2nnc(SCC(=O)Nc3ccc4c(c3)oc3ccccc34)s2)c1,2.9%,1.1%,-28.8%,13.4%,1.4%,
Cc1ccc(S(=O)(=O)/N=C(\N)Nc2nc(C)c3cc(C)c(C)cc3n2)cc1,-16.5%,i,23.3%,1.6%,-2.8%,
CCOC(=O)c1ccc(NC2=CC(=O)CC(c3ccco3)C2)cc1 (stereo unspecified),5.3%,1.1%,49.5%,21.8%,-4.6%,
O=C(O)C1C2CCC(C2)C1C(=O)Nc1nc2ccccc2s1 (stereo unspecified),-8.4%,1.2%,-4.7%,0.4%,1.9%,
O=C(NC(O)C(=O)c1ccc(F)cc1)c1ccc(F)cc1 (stereo unspecified),-1.8%,2.2%,7.9%,-0.4%,5.2%,
Cc1cc2c(c(SCC(N)=O)n1)C(=O)OC2,3.9%,2.1%,-8.0%,-5.1%,-4.5%,
O=C(NCCc1ccccc1)C(=O)c1cn(CC(=O)N2CCCC2)c2ccccc12,-0.8%,8.9%,-0.1%,5.4%,21.2%,
COC(=O)Cc1ccc(NC(=S)N2CCN(C(=O)C3CCCO3)CC2)cc1 (stereo unspecified),-10.6%,3.7%,-6.1%,18.9%,-2.9%,
N#CC1=C(N)Oc2c(ccc3cccnc23)C1c1ccncc1 (stereo unspecified),-9.5%,4.3%,6.9%,2.8%,nt,
COc1ccccc1CNc1ncccc1[N+](=O)[O-],-7.8%,0.9%,4.8%,14.3%,-1.9%,
O=c1[nH]c(=O)n(Cc2ccccc2)c2nc(-c3ccc(Oc4ccc(F)cc4)c([N+](=O)[O-])c3)n(CCO)c12,-4.2%,0.4%,24.4µM*,26.5%,8.7%,

# Three entries picked at random from the list so far:
SMILES,Salmonella PhoP GFP,inhibitors of VEEV,M. tuberculosis HTS,tuberculosis growth,influenza NS1A,others
O=C(O)C1C2CCC(C2)C1C(=O)Nc1nc2ccccc2s1 (stereo unspecified),-8.4%,1.2%,-4.7%,0.4%,1.9%,
COC(=O)Cc1ccc(NC(=S)N2CCN(C(=O)C3CCCO3)CC2)cc1 (stereo unspecified),-10.6%,3.7%,-6.1%,18.9%,-2.9%,
C[C@]12CCC3C(CC[C@H]4C[C@H](O)CC[C@]34C)C1C[C@H](O)[C@H]2O (stereo partly specified),nt,1.0%,nt,nt,-21.6%,
